# Source: PubChem BioAssay
# MITF primary: blocks human microphthalmia-associated transcription factor; O75030; AlphaScreen MITF homodimerization, bead proximity signal; inhibition, % at 2.6 µM; 650,000 compounds, 0.91% hits; AID 1259374; in the data active = inhibition above about 50%;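 also: 0% = vehicle wells with protein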
# Target sequence (O75030 whole entry, looked up): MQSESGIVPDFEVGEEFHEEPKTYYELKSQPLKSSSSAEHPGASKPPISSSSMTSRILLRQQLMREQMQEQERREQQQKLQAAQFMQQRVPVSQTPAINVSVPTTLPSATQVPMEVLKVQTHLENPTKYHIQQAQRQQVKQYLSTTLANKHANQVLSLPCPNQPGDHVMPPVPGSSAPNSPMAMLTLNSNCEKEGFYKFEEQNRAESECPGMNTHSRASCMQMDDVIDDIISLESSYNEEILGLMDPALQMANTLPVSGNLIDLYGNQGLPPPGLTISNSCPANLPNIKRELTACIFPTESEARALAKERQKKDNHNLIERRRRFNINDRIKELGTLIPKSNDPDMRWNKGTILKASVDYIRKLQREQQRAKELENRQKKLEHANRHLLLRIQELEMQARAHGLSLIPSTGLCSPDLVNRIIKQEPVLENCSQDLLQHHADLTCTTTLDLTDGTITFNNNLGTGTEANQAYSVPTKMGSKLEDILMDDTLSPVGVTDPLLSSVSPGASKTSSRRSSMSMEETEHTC
# TEAD-YAP block: TEAD-YAP interaction inhibition. HEK-TIYL cells, TEAD-Gal4/YAP UAS-luciferase luminescence. inhibition, % at 9.12 µM. 640,000 compounds, 1.4% hits; in the data active = inhibition above about 32%;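 also: 0% = median of test compound wells and 100% = reference inhibitor wells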
# FBW7 act: human FBW7 E3 ligase activation, primary screen; AlphaScreen FBW7–phospho-cyclin E peptide binding, activator screen; normalized activity (activation), % at 26.1 µM; 650,000 compounds, 0.13% hits; in the data active = normalized activity above about 1.9%;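 also: purified mutant Fbw7 with reduced substrate affinity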
# GPR151 activ: activates the human receptor GPR151; PathHunter beta-arrestin GPR151 cells, luminescence; activation, % at 11.2 µM; 650,000 compounds, 1% hits; AID 1508602; in the data active = activation above about 4.9%;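 also: 0% = median of compound wells and 100% = cells with positive control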
# Target sequence (Q8TDV0 whole entry, looked up): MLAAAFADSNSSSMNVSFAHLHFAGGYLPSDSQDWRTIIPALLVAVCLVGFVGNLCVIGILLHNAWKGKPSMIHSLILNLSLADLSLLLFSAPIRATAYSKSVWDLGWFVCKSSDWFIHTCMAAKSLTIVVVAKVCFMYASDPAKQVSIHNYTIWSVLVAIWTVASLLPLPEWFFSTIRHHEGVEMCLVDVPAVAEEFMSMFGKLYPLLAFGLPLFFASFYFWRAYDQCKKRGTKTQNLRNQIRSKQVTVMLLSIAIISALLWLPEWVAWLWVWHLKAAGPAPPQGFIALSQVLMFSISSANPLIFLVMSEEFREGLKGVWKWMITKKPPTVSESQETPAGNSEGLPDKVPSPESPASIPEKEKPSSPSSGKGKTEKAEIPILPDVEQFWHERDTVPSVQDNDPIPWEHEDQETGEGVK
# The depositor's hits bear a star.
# The first seven records as a preview:
SMILES,MITF primary,TEAD-YAP block,FBW7 act,GPR151 activ
CCN(CC)CCNC(=O)CNC(=O)Cn1cnc2c(c1=O)C1CCCCC1S2 (configuration not stated),6.3,7.9,0.2,-0.2
COc1ccc(C(=O)Nc2ccc(C)c([N+](=O)[O-])c2)cc1OC,13.0,-47.6,0.0,-1.3
CCCCN1C(=O)c2c(Oc3ccc(CCC(C)=O)cc3)cc([N+](=O)[O-])cc2Oc2ccccc21,18.4,6.5,-0.1,-0.2
Cc1cc(C)cc(CSCC(=O)N2CCC(C(N)=O)CC2)c1,-6.2,-6.0,1.3,-1.2
COc1ccc(NC(=O)CSc2ncn(-c3ccccc3)n2)cc1Cl,3.1,6.9,0.2,-2.2
COc1ccccc1NC(=O)N1CCCC1C(=O)Nc1ccc(C)c(Cl)c1 (configuration not stated),0.9,2.9,-0.1,-0.7
CCCC1(C(=O)OCC)NC(c2ccccc2F)C2C(=O)N(c3ccc(F)cc3)C(=O)C21 (configuration not stated),7.5,12.1,0.1,-0.6

# Main list (from the top)
SMILES,MITF primary,TEAD-YAP block,FBW7 act,GPR151 activ
CCN(CC)CCNC(=O)CNC(=O)Cn1cnc2c(c1=O)C1CCCCC1S2 (configuration not stated),6.3,7.9,0.2,-0.2
COc1ccc(C(=O)Nc2ccc(C)c([N+](=O)[O-])c2)cc1OC,13.0,-47.6,0.0,-1.3
CCCCN1C(=O)c2c(Oc3ccc(CCC(C)=O)cc3)cc([N+](=O)[O-])cc2Oc2ccccc21,18.4,6.5,-0.1,-0.2
Cc1cc(C)cc(CSCC(=O)N2CCC(C(N)=O)CC2)c1,-6.2,-6.0,1.3,-1.2
COc1ccc(NC(=O)CSc2ncn(-c3ccccc3)n2)cc1Cl,3.1,6.9,0.2,-2.2
COc1ccccc1NC(=O)N1CCCC1C(=O)Nc1ccc(C)c(Cl)c1 (configuration not stated),0.9,2.9,-0.1,-0.7
CCCC1(C(=O)OCC)NC(c2ccccc2F)C2C(=O)N(c3ccc(F)cc3)C(=O)C21 (configuration not stated),7.5,12.1,0.1,-0.6
O=C(COC(=O)c1ccccc1N1C(=O)C2C3C=CC(C3)C2C1=O)c1ccc([N+](=O)[O-])cc1 (configuration not stated),-7.2,-13.9,-0.6,0.1
O=C(O)CCC(=O)Nc1cccc(C(=O)c2ccccc2)c1,14.4,-1.5,-0.1,-0.2
CN(C)c1cccc(-c2nc(-c3ccoc3)cnc2N)c1,21.1,6.6,0.3,-0.1
Cn1ncc2c(=O)n(CC(=O)Nc3ccccc3C(F)(F)F)cnc21,-7.5,-2.6,-0.1,0.9
CCOC(=O)CNC(=O)N1CCCC(CNS(=O)(=O)Cc2ccccc2)C1 (configuration not stated),-0.6,4.1,0.1,-0.2
CCc1cn[nH]c1C1CCCN(C(=O)C2CC=CCC2)C1 (configuration not stated),7.1,6.3,0.0,0.2
O=[N+]([O-])c1ccccc1CN1CCN(S(=O)(=O)c2ccc(F)cc2)CC1,-12.7,-6.0,-0.1,-0.2
Cc1csc(NC(=O)CCCC2=NS(=O)(=O)c3ccccc3N2)n1,-5.4,5.1,0.0,2.1
COc1ccccc1C(=O)N1CCN(C(=O)c2ncoc2-c2ccccc2Cl)CC1,8.7,-0.5,0.0,-0.9
O=C1c2cccnc2C(Nc2cc(F)ccc2F)N1Cc1ccco1 (configuration not stated),-3.4,-5.4,-0.3,0.7
Cc1cc(NC(=O)CN2C(=O)[C@H]3CCCN3C(=O)c3ccccc32)no1,8.0,7.4,0.1,-0.3
CCOC(=O)c1c(C)oc2c1cc(NS(=O)(=O)c1cccc([N+](=O)[O-])c1)c1ccccc12,-0.7,-6.4,0.6,-0.1
C#CCN1C(=O)S/C(=C/c2ccc(OC)c(OC)c2OC)C1=O,7.2,3.1,0.1,0.5
CCOc1ccc2ccccc2c1C(=O)NN1CCN(C)CC1,18.9,4.2,0.0,-1.2
C=CCN1C(=O)/C(=C\c2cc(C)n(-c3ccc(OC)cc3[N+](=O)[O-])c2C)C(=O)NC1=S,22.0,-1.6,0.2,0.0
CCOc1ccc(-c2nc(CSc3nnc(N)s3)cs2)cc1OC,4.5,-34.1,0.2,1.1
Cc1ccc(CN2CC[C@H]3[C@H](CCC(=O)N3CCCN3CCCC3=O)C2)c(C)c1,8.1,5.3,0.3,1.0
C=C(C)[C@H]1COc2cc3oc(=O)ccc3cc2O1,13.1,-22.7,0.1,0.9

# The results go on:
SMILES,MITF primary,TEAD-YAP block,FBW7 act,GPR151 activ
COc1ccc(CNC(=O)CN(c2ccc(C)cc2)S(=O)(=O)c2ccc(OC)cc2)cc1,1.8,-6.1,-0.1,1.4
Cc1ccccc1NCC(=O)N/N=C\c1cc(Br)cc(Cl)c1O,10.0,21.6,-0.1,9.2*
CC(=O)OCCCN1C(=O)c2cccc3c(Cl)ccc(c23)C1=O,-1.5,0.1,0.2,0.1
Cc1ccccc1C1C(C#N)=C(N)Oc2n[nH]c(C(C)C)c21 (configuration not stated),-12.8,-3.3,-0.2,-0.8
Cc1ccc(Nc2nnc(SCC(=O)N/N=C/c3ccc(C(=O)O)cc3)s2)cc1,2.6,13.7,0.0,-3.2
COc1ccc(-c2nc3c([nH]2)c(=O)[nH]c(=O)n3C)cc1,15.7,0.6,-0.1,-0.5
Cc1ccc(OC(C)C(=O)Nc2ccccc2)cc1C (configuration not stated),-7.1,-9.2,0.2,0.6
Cc1ccc(-n2c(=S)sc3c(=O)n(-c4ccccc4)c(SCC#N)nc32)c(C)c1,-7.1,9.6,0.0,-0.6
O=C(/C=C/c1cccs1)Nc1ncn[nH]1,15.9,-4.3,-0.1,1.9
Cc1cc(Nc2ccc(C(=O)O)cc2)nc2ccccc12,2.9,-20.6,0.0,-2.2
O=Cc1ccc(OC(=O)CC2SC(=O)NC2=O)cc1 (configuration not stated),-4.1,1.2,0.0,0.7
Cc1ccccc1C(=O)Nc1ccc2c(c1)C(=O)Nc1cc(Cl)ccc1O2,11.5,1.5,0.1,-0.8
CCOC(=O)c1sc2nc(C)nc(Nc3ccc(Cl)cc3)c2c1C,-1.3,0.3,0.2,0.6
COc1ccc(-c2nc(NC(C)=O)sc2-c2ccc(OC)cc2)cc1,4.5,-7.1,-0.1,1.8
CSc1ncc(C(=O)Nc2ccc(C)cc2)c(C)n1,4.5,-19.4,-0.1,0.9
CC1(C)C=C(c2c[nH]c(C3=CC(C)(C)NC(C)(C)C3)c2)CC(C)(C)N1,-4.6,4.7,-0.1,0.6
COc1ccc2cc(C(=O)Nc3ccccc3)c(=Nc3cccc(C#N)c3)oc2c1,0.3,-74.6,0.0,-0.2
CCN(CC)C(=O)c1cc(-c2ccc(Cl)cc2Cl)on1,12.8,-77.4,0.4,0.2
CC(=O)c1cccc(-c2cnc3c(NCCCO)nccn23)c1,10.5,-56.8,0.3,0.1
COCCNC(=O)C1CCN(S(=O)(=O)c2c(C)noc2/C=C/c2cccs2)CC1,-5.7,1.2,-0.2,-0.4
NC(=O)c1ccc(-c2nc(NCc3cccc(C(F)(F)F)c3)c3ncn(CCN4CCCC4=O)c3n2)cc1,12.9,-7.1,0.1,-2.9
CC(CCc1ccccc1)NC(=O)CN(C)S(=O)(=O)c1ccc(Cl)c([N+](=O)[O-])c1 (configuration not stated),-0.9,11.0,0.1,-0.5
C=CCn1c(N)cc(=O)nc1SCC(=O)Nc1nnc(SCc2ccccc2)s1,6.0,6.7,-0.2,1.1
O=[N+]([O-])c1ccc(C2OC(c3ccc(Cl)cc3)OCC2O)cc1 (configuration not stated),5.7,5.6,-0.1,0.7
O=C(Cn1nc(C(=O)N2CCOCC2)cc1-c1cccs1)NCCc1ccc(F)cc1,-1.8,9.8,0.0,3.9

# Further results follow:
SMILES,MITF primary,TEAD-YAP block,FBW7 act,GPR151 activ
COc1ccc(C2CC(C(F)(F)F)n3ncc(C(=O)Nc4ccccc4Cl)c3N2)cc1OC (configuration not stated),17.8,-14.8,0.1,-1.0
CCN1C(=O)/C(=C/c2cc(OC)ccc2OC)N(C)C1=S,0.3,1.4,0.2,1.0
O=C(CSc1nnc(COc2ccc(C3CCCCC3)cc2)n1-c1ccccc1)Nc1ccccc1,6.2,-3.9,0.6,1.2
COC(=O)C1=C(C)N(CC2CCCO2)C(=O)/C1=C\c1ccc(OC)c([N+](=O)[O-])c1 (configuration not stated),20.9,-12.0,0.3,0.0
CCOC(=O)CSc1nc2c(sc(=S)n2Cc2ccco2)c(=O)n1-c1ccccc1,-4.4,-14.7,0.0,-0.4
Cc1cc(C)c(OCC(=O)Nc2ccccc2[N+](=O)[O-])c(Cl)c1,15.1,-1.7,-0.1,0.1
COC(=O)c1ccccc1NC(=O)C1COc2ccccc2O1 (configuration not stated),14.8,-16.3,0.2,-2.2
O=C(N/N=C/c1c(O)ccc2ccccc12)c1cc([N+](=O)[O-])cc([N+](=O)[O-])c1,-5.6,3.2,-0.1,-1.3
Cc1cc(Cl)c2cc(C(=O)O)ccc2n1,-10.0,-2.3,0.3,2.4
CCN(CC)Cc1c(O)ccc2c(-c3cc4ccccc4oc3=O)cc(=O)oc12,-2.6,5.1,-0.7,2.0
Cc1cccc(CC(=O)Nc2cc(-c3cccs3)nn2-c2nc3c(c(=O)[nH]2)CCCC3)c1,-6.1,7.7,-0.1,0.6
CCN(CC)CC(OC(=O)c1ccc([N+](=O)[O-])cc1)c1ccccc1 (configuration not stated),-0.1,9.9,0.1,0.2
CCOc1ccc(C(=O)Nc2cccc(-c3nc4cc(Cl)cc(Cl)c4o3)c2)cc1,14.7,-2.4,1.2,0.8
CC(C)[C@@H](Cn1nc(C2CC2)ccc1=O)NC(=O)c1cccc2cccnc12,2.0,3.9,-0.2,0.4
COc1ccccc1-c1nc2n(n1)C(c1cccnc1)C(C(N)=O)=C(C)N2 (configuration not stated),13.2,6.1,-0.1,-1.2
COC(=O)c1c(NC(=O)COc2c(C)cccc2C)sc2c1CCCC2,13.6,3.2,0.0,1.6
Clc1ccc(/C=C2\CCCC3C2=NN(c2ccccc2)C3c2ccc(Cl)cc2Cl)c(Cl)c1 (configuration not stated),14.0,5.6,-0.1,1.0
Cc1ccc(CN2CC(C(=O)Nc3ncc(C)s3)CC2=O)cc1 (configuration not stated),-6.8,44.5*,-0.1,-0.7
Cc1c(C(=O)NCC2CCCO2)sc2ncn(CC(=O)N3CC(C)CC(C)C3)c(=O)c12 (configuration not stated),0.9,2.1,-0.1,-0.2
N#C/C(=C\c1c[nH]c2ccccc12)c1ccc([N+](=O)[O-])cc1,14.2,12.1,0.0,0.8
COc1ccccc1N1C(=O)CC(Nc2ccc(N(C)C)cc2)C1=O (configuration not stated),5.2,-24.1,-0.5,-0.1
CC(C)(C)c1ccc(C(=O)NCC(=O)OCC(=O)Nc2cc(Cl)ccc2[N+](=O)[O-])cc1,5.8,13.5,0.1,3.6
O=c1ccc(OCCOc2ccccc2)nn1-c1ccccc1,2.8,14.3,-0.2,1.2
CC1CCCC(NC(=O)C2N(CC3COc4ccccc4O3)C(=O)C3C(C(=O)Nc4ccc(F)c(Cl)c4)C4C=CC32O4)C1C (configuration not stated),-1.5,-7.4,-0.1,4.9
Cc1cccc(OCCCCN2CCNCC2)c1,13.8,-3.0,0.0,2.2

# Next section.
SMILES,MITF primary,TEAD-YAP block,FBW7 act,GPR151 activ
O=C(Nc1nnc(-c2cccnc2)s1)C1CC1,1.6,-3.9,0.0,1.2
CCn1cc(CNC(=O)c2ccc([N+](=O)[O-])cc2Cl)c(C)n1,19.1,-6.9,0.4,-0.2
CC(=O)c1cccc(NC(=O)C2=C(C)C(=O)OC23CCCCC3)c1,7.1,0.7,-0.1,0.4
O=C(N/N=C/C1CC2CCC1C2)C(O)(c1ccccc1)c1ccccc1 (configuration not stated),-8.2,-9.7,0.2,0.3
COc1cc2nc(CC(C)C)n(NC(=O)c3c(F)cccc3F)c(=O)c2cc1OC,0.6,4.7,-0.4,1.9
CCOc1ccc(C2Oc3ccccc3C3CC(c4cccc5ccccc45)=NN32)cc1 (configuration not stated),14.7,-17.1,0.9,-0.8
CCOc1cc(/C=C2/C(=O)ON=C2C)cc(Br)c1O,30.7,3.0,-0.2,-1.5
COc1ccc(C2C(C(=O)OCCOc3ccccc3)=C(C)NC3=C2C(=O)CC(C)(C)C3)c(OC)c1 (configuration not stated),-0.4,-10.9,0.0,0.9
COc1ccc(NC(=O)CCC(=O)OC(C)C(=O)c2ccccc2)cc1 (configuration not stated),8.7,-10.0,0.1,0.2
Cc1ccc2oc3c(c(=O)c2c1)C(c1ccc(Cl)cc1)N(c1nccs1)C3=O (configuration not stated),-11.4,-5.1,0.1,1.6
N#CCC(=O)NNC(=S)Nc1cccc([N+](=O)[O-])c1,23.0,3.6,-0.2,-1.6
COCCn1c(N2CCN(c3ccc(OC)cc3)CC2)nc2c1c(=O)[nH]c(=O)n2C,6.2,3.4,-0.2,-0.5
CC(=O)c1ccc(OC(=O)N2CCCCC2)cc1,7.5,-49.5,-0.2,-0.3
CCc1ccc(C2=CC(c3ccccc3Cl)n3nnnc3N2)cc1 (configuration not stated),13.2,-4.8,0.1,0.8
O=C(NCc1ccccc1Cl)C1CCC(Cn2c(=S)[nH]c3ccsc3c2=O)CC1 (configuration not stated),10.7,1.6,0.9,0.1
COc1ccc(C(=O)N2CCN(C(=O)c3ccco3)CC2)cc1[N+](=O)[O-],-10.7,-2.9,0.1,-1.5
COc1ccc(NC(=O)c2noc3c2COc2ccccc2-3)cc1,26.0,-9.6,1.2,0.0
COCCNC(=O)COC(=O)CN1C(=O)COc2ccccc21,10.0,4.9,-0.1,1.7
CN=C(NS(=O)(=O)c1ccc(Br)cc1)c1ccccc1,-10.9,0.5,0.0,-0.8

# Random draw from the library. About 3.4% of those tested had a hit in this group.
